# From PubChem BioAssay
# RECQ1 inh: qHTS Assay for Inhibitors of RecQ-Like Dna Helicase 1 (RECQ1); ATP-dependent DNA helicase Q1 (Homo sapiens), P46063; RECQ1 DNA unwinding, red fluorescence kinetic read; Potency, µM (doses to about 57.3 µM), for inactives: top-dose activity, negative = inhibition, usual class: inhibitors; 0.54% of 240,000 active; AID 2549, 2010;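 also: plate controls were vehicle for no effect and no enzyme for full effect; nearly all actives have a fitted effect of over 30% in size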
#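 50 nM RECQ1T1 preincubated 15 min with compound in Tris pH 8.0 buffer with MgCl2, DTT, Tween-20 and 2.5 ug/ml poly(dI-dC); started with 200 nM TAMRA/BHQ-2 forked duplex and 2 mM ATP. Unwinding read as fluorescence (525/598 nm), two reads 2 h apart.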
# L3MBTL1 inh: qHTS Assay for the Inhibitors of L3MBTL1; AlphaScreen L3MBTL1–H3K9me1 peptide binding; Potency, µM (series often up to 57.1 µM), without a hit: at the top dose activity, negative = inhibition, most hits filed as inhibitors; 0.66% of 230,000 active; also: % is scaled to controls: 0 for no effect and ±100 for the full control effect; nearly all actives have a fitted effect of over 60% in size
#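 First, the protein-peptide complex forms for 30 min at room temperature (L3MBTL1 50 nM, biotinylated H3K9me1 peptide 75 nM). Next, compounds are pin-transferred and incubated 30 min. Finally, AlphaScreen beads are added and read after 30 min.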
# Tau ThT inhib: qHTS for Inhibitors of Tau Fibril Formation, Thioflavin T Binding | Potency, µM (series often up to 57.4 µM), for the others: at the highest dose activity, negative = inhibition, actives largely listed as inhibitors | Microtubule-associated protein tau (Homo sapiens), P10636 | 2.1% of 270,000 active | recombinant tau K18 P301L, heparin-induced fibrillization, ThT fluorescence; also: % is scaled to controls: 0 for no effect and ±100 for the full control effect; nearly all actives have a fitted effect of over 55% in size
#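 ThT emission at 510 nm, taken 1 hr after adding 30 uM dye, quantifies aggregates formed when 20 uM heparin acts on human tau K18 P301L for 6 hr at 37 C.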
# SMN2 splice enh: qHTS Assay for Enhancers of SMN2 Splice Variant Expression; Potency, µM (doses to about 46.1 µM), without a hit: top-dose activity change, positive = activation, actives largely listed as activators; 2.8% of 210,000 active; HEK293 SMN2-luciferase splicing reporter, luminescence, 30-36 h; AID 1458, 2008; also: % of control where 0% means no effect; nearly all actives have a fitted effect of over 55% in size
#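 HEK293 cells carry an SMN2 minigene-luciferase reporter in which exon 7 inclusion puts luciferase in frame. Cells were seeded at 2000 cells/well, attached for 10-12 hours, then exposed to compounds for 30-36 hours at 37C before ONE-Glo luminescence.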
# LMNA splice mod: qHTS Assay for Modulators of Lamin A Splicing; 0.01% of 200,000 active; Potency, µM (titrated, usually from 46.1 µM), for inactives: at the top dose ratio change, negative = inhibition, most hits filed as inhibitors; AID 1487, 2009; HeLa LMNA splicing GFP/RFP minigene ratio, 48 h; active = well fitted inhibition curve with a large enough effect in the signal ratio, with a control signal flat, not every such curve was filed as active; inconclusive = small, poorly fitted or top-dose-only effect, or effect the other way, or a change in a side signal; the % refers to the signal ratio; also: % is scaled to controls: 0 for no effect and ±100 for the full control effect
#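 S3 HeLa stable clones carrying a lamin A-EGFP splicing minigene plus DsRed2 were seeded at 600 cells/well in Opti-MEM with 2% FBS, pin-dosed and incubated 48 h at 37°C. Acumen cytometry (488 nm) gave the GFP/RFP total-intensity ratio.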
# Luc counter: Counterscreen for Luciferase (Kinase-Glo TM) Inhibition. Luciferin 4-monooxygenase (Photuris pensylvanica), Q27757. Kinase-Glo luciferase, ATP luminescence, 8 min. Potency, µM (highest dose often 38.3 µM), for inactives: at the top dose activity change, negative = inhibition, usual class: inhibitors. 0.28% of 200,000 active. AID 1379, 2008; also: % is scaled to controls: 0 for no effect and ±100 for the full control effect; nearly all actives have a fitted effect of over 60% in size
#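 Compound is pinned into ATP-containing buffer (10 uM ATP, imidazole pH 7.2, 7 mM MgCl2). Kinase-Glo luciferase reagent is then added. Light output is recorded following an 8-min room-temperature incubation.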
# ALDH1A1 inh: qHTS Assay for Inhibitors of Aldehyde Dehydrogenase 1 (ALDH1A1); 7.3% of 220,000 active; Aldehyde dehydrogenase 1A1 (Homo sapiens), P00352; Purified ALDH1A1, NADH fluorescence, propionaldehyde substrate; Potency, µM (titrated, usually from 75.3 µM), inactives show top-dose activity, negative = inhibition, actives largely listed as inhibitors; active = well fitted inhibition curve with a large enough effect, not every such curve was filed as active; inconclusive = small, poorly fitted or top-dose-only effect, or another doubt; inactive = no such curve, though single readings can be large or run the other way;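 also: plate controls were no enzyme wells and a reference inhibitor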
# JMJD2E inh: qHTS Assay for Inhibitors of Human Jumonji Domain Containing 2E (JMJD2E); Lysine-specific demethylase 4E (Homo sapiens), B2RXH2; 1.6% of 230,000 active; Potency, µM (highest dose often 57.1 µM), without a hit: at the top dose activity change, negative = inhibition, usual class: inhibitors; JMJD2E catalytic domain, FDH-coupled NADH fluorescence (FDH is formaldehyde dehydrogenase); AID 2147, 2009; active = well fitted inhibition curve with a large enough effect, not every such curve was filed as active; inconclusive = small, poorly fitted or top-dose-only effect, or another doubt; inactive = no such curve, though single readings can be large or run the other way;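 also: 0% = wells with enzyme and -100% = buffer wells without enzyme; nearly all actives have a fitted effect of over 50% in size; many of its hits are not listed in these tables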
# * = called active by the depositor; i = inactive; ? = inconclusive; nt = no result given; [ ] = remark or other dose. Unless noted, calls follow the shape of the dose curve; as a rule, active = well fitted curve in the direction sought with a large enough effect; inconclusive = small, poorly fitted or top-dose-only effect, or another doubt; inactive = no such curve, though single readings can be large; an effect the other way counts as inactive or inconclusive. Potency is read from the fitted curve at half-maximal effect. A portion of the library; count on the stated rates, not on these rows.
SMILES,RECQ1 inh,L3MBTL1 inh,Tau ThT inhib,SMN2 splice enh,LMNA splice mod,Luc counter,ALDH1A1 inh,JMJD2E inh
CCc1c(C)sc(NC(=O)Cn2nc(C)c([N+](=O)[O-])c2C)c1C(N)=O,i,2%,?,-3%,10%[46 µM],4%,7.1µM*,-5%
O=C(COc1ccccc1)Nc1ccc(N2CCN(C(=O)c3ccco3)CC2)cc1,0%,nt,?,-45%[inhibitor],19%[46 µM],2%,0%,0%
C=CCn1c(SCc2cc(=O)n3cc(C)ccc3n2)nnc1-c1cccc(C)c1,-15%,-4%,6%,-22%,-10%,1%,?,-9%
Cc1ccc2nc3nc(NCC4CCCO4)c(C(=O)NC4CCCCC4)cc3c(=O)n2c1 (configuration not stated),i,-4%,0%,-3%,nt,-4%,?,117%[activator]
CN(CCO)c1cc(N2CCN(C(=O)c3ccco3)CC2)c2nonc2c1[N+](=O)[O-],-15%,5%,?,18%,-2%,0%,?,0%
CCOc1ccc2c(c1)c(C(C)=O)c(C)n2-c1ccccc1,-6%,nt,?,-26%,-11%,-3%,?,-21%
CC(=O)OCc1nc2sc3c(c2c(=O)[nH]1)CCCC3,1%,8%[11.4 µM],-10%,13%,-5%,0%,?,5%
CCCC(=O)NC(c1ccc(N(C)C)cc1)c1c(O)ccc2ccccc12 (configuration not stated),-1%,?,-16%,22%,11%,0%,?,?
CC(=O)N1N=C(c2ccc(Br)cc2)CC1c1cn(C)c2ccccc12 (configuration not stated),-3%,-5%,?,-20%,?,3%,?,?
CN(C)CCNc1ccc(-c2nn(C)c(=O)c3ccccc23)cc1[N+](=O)[O-],i,-14%,-16%,10%,-10%[46 µM],1%,0%,1%
CCOC(=O)C1(Cc2ccccc2)CCN(Cc2ccc(C3CCCCO3)s2)CC1 (configuration not stated),-11%,-6%,-18%,nt,nt,nt,nt,2%
N=c1n(CC(=O)O)c2ccccc2n1Cc1ccccc1Cl,-6%,7%,4%,nt,9%,nt,9%,-8%
O=C(O)/C=C/C(=O)Nc1c(F)cccc1F,i,1%,-22%,nt,17%[46 µM],nt,?,-25%
CC(C)(C)c1ccc(C(=O)CCCSC2=C(C#N)C(c3ccco3)C3=C(CCCC3=O)N2)cc1 (configuration not stated),i,8%,-15%,nt,?,nt,-2%,-2%
Oc1cccc(/C=N/Nc2cc(N3CCCC3)nc(N3CCCC3)n2)c1,-7%,-11%,?,-18%,?,-1%,10%,-24%
O=C(c1cccc(COc2cccc3ccccc23)c1)N1CCCC1,1%,-8%,?,22µM*,?,4%,-9%,1%
CC(C)(C)N1CC2(c3ccccc3)CN(C(C)(C)C)CC(c3ccccc3)(C1)C2=O,3%,nt,-11%,1%,11%,2%,19%,5%
COc1ccc(C(=O)NCCCN2CCCC2=O)cc1,i,nt,2%,2%,2%,-2%,-1%,8%
Cc1cc(NC(=O)Cc2csc(-c3ccccc3)n2)ccc1Br,-7%,-12%,0%,nt,?,nt,9%,-27%
O=C(CSc1nnc(-c2ccncc2)o1)Oc1ccccc1,-9%,-6%,?,9%,-4%,-4%,-12%,-6%
CC(=O)Nc1nc(SCc2ccc(Cl)cc2Cl)n[nH]1,-7%,1%,-4%,0%,5%,3%,-3%,4%
O=C(NCCSc1c[nH]c2ccccc12)C1CC1,-13%,-1%,0%,9%,-14%,1%,5%,-8%
COc1ccccc1N1CCN(C(=O)c2cc3n(n2)C(C(F)(F)F)CC(c2ccco2)N3)CC1 (configuration not stated),-5%,-6%,-14%,-7%,4%,2%,2%,-1%
CC(=O)Nc1cc(C(=O)N2CCCC2)ccc1S(=O)(=O)c1ccc(Cl)cc1,-4%,nt,-4%,0%,5%,6%,-8%,2%
NNC(=O)CN(CCc1ccccc1)S(=O)(=O)c1ccc(Cl)cc1,i,-5%,7%,-9%,?,4%,?,7%
Cc1cc(C(=O)O)cc(S(=O)(=O)N2CCOCC2)c1C,6%,6%,-21%,-6%,-5%,5%,10%,-1%
O=c1c2ccccc2nc(SCc2ccc([N+](=O)[O-])cc2)n1-c1ccccc1,-3%,-2%,?,-25%,0%,-3%,5%,-5%
CNC(C)c1cc(OC)ccc1OC (configuration not stated),i,0%,-2%,-19%,0%,-2%,8%,5%
Cc1ccc(=O)n(C(C(=O)NCc2ccco2)C(=O)c2ccc(F)cc2)c1 (configuration not stated),-3%,nt,-13%,?,-3%,3%,13%,3%
O=C(NC(=S)Nc1cc(C(F)(F)F)ccc1N1CCOCC1)c1ccco1,-4%,-21%,-12%,nt,nt,nt,nt,-10%
O=C(NC1CCCCC1)N1CCN(c2nc(-c3ccccc3)cs2)CC1,-7%,-7%,-8%,nt,nt,-4%,-5%,2%
O=C(NC(c1ccccc1)c1ccccc1)N1CCOCC1,i,8%,3%,7%,nt,0%,-4%,14%
CCOC(=O)N1CCc2c(sc(NC(=O)CN3CCOCC3)c2C(=O)Nc2ccccc2)C1,i,6%[11.4 µM],-12%,1%,?,0%,?,-7%
CN(C)Cc1ccccc1-c1cncnc1NCc1cccnc1,-12%,nt,-10%,0%,11%,0%,0%,3%
Cc1cc(C)n(C2=NS(=O)(=O)c3ccccc32)n1,-4%,10%,5%,-6%,6%,-3%,2%,8%
O=C1OCCC1Sc1nnc(-c2ccc(Cl)cc2Cl)o1 (configuration not stated),-12%,15%,0%,nt,nt,nt,-4%,2%
Cc1ccccc1C(=O)NC(C(N)=O)P(=O)(OC(C)C)OC(C)C (configuration not stated),-4%,-4%,1%,nt,nt,nt,nt,-1%
CC(=O)OCC(=O)C1(O)CCC2C3CCC4=CC(=O)C=CC4(C)C3C(O)CC21C (configuration not stated),-5%,-5%,-9%,nt,nt,nt,nt,-1%
CC(C)C(c1nnnn1Cc1cccs1)N1CCN(C2CCCC2)CC1 (configuration not stated),-13%,nt,-23%,35%,15%,-3%,?,0%
O=C(C1=C[C@@H](c2ccc3c(c2)OCO3)C[C@@H](OCc2ccc(CO)cc2)O1)N1CCOCC1,i,7%,0%,nt,nt,nt,?,-3%
CC1CCN(C(=O)CN2C(=O)C(=O)c3ccccc32)CC1,-4%,nt,-8%,22%,-7%,3%,0.35µM*,5%
COc1ccccc1C(=O)N1CCN(c2nc3cc(C)c(C)cc3cc2C#N)CC1,i,30%,?,-85%[inhibitor],?,0%,?,?
CCn1c(SCC(=O)NCc2ccc(F)cc2)nc2c(c1=O)SC(C)C2 (configuration not stated),-3%,7%,-4%,12%,?,0%,11%,-6%
Cc1ccc(C(=O)Nc2ncc(Cc3ccc(SC(F)F)cc3)s2)cc1,-4%,-7%,-6%,-28%,?,3%,0%,?
CCc1cccc(C)c1NC(=O)CN(C)Cc1cccc(F)c1,-2%,3%,-1%,-19%,-4%,-1%,5%,-4%
Cc1ccc(NC(=O)/C=C\C(=O)NCC(=O)O)cc1C,-1%,11%,-15%,9%,3%,-2%,5µM*,-3%
Cc1ccc(CCNC(=O)CN(C)S(=O)(=O)c2ccc3c(c2)c(=O)n(C)c(=O)n3C)cc1,-6%,nt,-1%,-52%[inhibitor],-2%,4%,13µM*,8%
COCCn1c(=NC(=O)CSCC(=O)NC2CCCCC2)sc2cc(OC)ccc21,i,5%,-17%,-20%,?,-3%,-11%,?
CCOC(=O)/C(=N\Nc1cc(Cl)ccc1Cl)N1CCOCC1,-7%,-11%,-4%,0%,nt,1%,-14%,2%
CCN1C(=O)CC(C(=O)O)SC1=Nc1ccc(OC)cc1 (configuration not stated),i,6%,3%,-10%,9%,1%,1%,-1%
CNc1ccccc1C(C)(C)c1cc(-c2ccco2)n[nH]1,?,-12%,?,-12%,?,-5%,7.9µM*,?
O=C(CN1C(=O)CSc2ncccc21)N1CCOCC1,-5%,1%,-10%,3%,-16%,0%,16%,-4%
CCOC(=O)c1c(C)n(C(=O)c2ccco2)c(=O)n1C(=O)c1ccco1,-7%,5%,?,-10%,5%,-1%,10%,-4%
CCCNS(=O)(=O)c1ccc(OCC(=O)OC)cc1,-7%,3%,2%,-12%,-6%,-2%,?,-1%
O=C(NC(Nc1cc(C(F)(F)F)ccc1Cl)C(=O)c1ccccc1)c1ccccc1 (configuration not stated),-11%,1%,4%,-10%,4%,0%,8%,4%
COc1cc(/C=N/n2c(SC)nnc(C(C)(C)C)c2=O)ccc1O,-14%,8%,-6%,nt,-3%,nt,8%,5%
CCC(=O)NC(Nc1cccc(C)n1)(C(F)(F)F)C(F)(F)F,-6%,nt,-10%,10%,7%,-2%,6%,1%
COc1ccc(C(=S)N2CCOCC2)cc1OC(=O)c1cccc([N+](=O)[O-])c1,-10%,-2%,4%,nt,6%[46 µM],-4%,0%,7%
Cc1ccc(CNC(=O)CCc2c(C)nc3ncnn3c2C)cc1,-4%,0%,-2%,-4%,5%,-1%,1%,-2%
N#C/C(=C(/O)COc1cccc2ccccc12)c1nc2ccccc2[nH]1,0%,-5%,-22%,12%,1%,2%,0%,5%
CC(NC(=O)C1CCCCC1)C(=O)NC1=NCCS1 (configuration not stated),-11%,nt,-3%,2%,1%,-2%,-9%,-5%
CCN(CC)S(=O)(=O)c1cccc(C(=O)N/N=C/c2ccc(N3CCOCC3)cc2)c1,i,2%,-17%,0%,nt,0%,?,20%
